mHTT CaM bind – disrupts binding of mutant huntingtin to calmodulin. 190,000 compounds, 3.6% hits. AID 1671202. AlphaScreen His-mHTT/GST-CaM binding, luminescence. inhibition, % at 15 µM;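 further: 0% = both proteins with DMSO and 100% = one protein alone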
Pf apPOL block – Pf-apPOL DNA polymerase inhibition; Recombinant Pf-apPOL, molecular beacon fluorescence, 1.5 h; inhibition, % at 10 µM; 210,000 compounds, 0.25% hits
* hit, by the source's call; i = inactive; · = not tested or not shown; + = active, no number; & = joins results of further samples. No stated cut-off is given here; in the data, active means inhibition above about 50%; inactive means the rest.

molecule | mHTT CaM bind | Pf apPOL block
CC(C)CCNC(=O)C1CCN(c2ncccc2-c2nc(-c3cccc(F)c3)no2)CC1 | -4 | 0
Cc1ccccc1CC(=O)N1CCC2(CC1)NC(=O)c1cccc(Cl)c1N2 | 1 | -1
COc1ccc(Br)cc1C1SCCN1C(=O)c1cc2ccccc2oc1=O (stereo not drawn) | 13 | 12
Cc1cccc(NC(=O)Cn2nc(N3CCC(C)CC3)c3ccccc3c2=O)c1 | -2 | 3
CC12CC3CC(C)(C1)CC(CC(=O)O)(C3)C2 | -6 | ·
COc1cc(NC(=S)N2CCOCC2)c(OC)cc1Cl | · | -1
CCC(C)(C(=O)NC1CCCC1)N(Cc1ccco1)C(=O)CNC(C)=O (stereo not drawn) | -2 | -4
CCC(CC)C(=O)Nc1ccc(S(=O)(=O)Nc2cnc3ccccc3n2)cc1 | 1 | -10
Cc1ccc(C(O)=C(C#N)c2nc3ccccc3[nH]2)cc1 | 7 | -4
COc1cc(NC(=O)NCc2ccc(F)cc2)c2ncccc2c1 | -11 | -14
CC1CSc2ccc(S(=O)(=O)N3CCC(N4CCCCC4)CC3)cc2NC1=O (stereo not drawn) | -8 | -3
Cc1cc([N+](=O)[O-])ccc1NCc1c(F)cccc1F | -1 | -2
O=C1N(O)C2(C=CCCC2)C(=O)C12CCCCC2 (stereo not drawn) | -5 | ·
COc1ccc(-c2nnc(N3CCC(C(=O)NCC4CCCO4)CC3)o2)cc1 (stereo not drawn) | -4 | -2
O=C(c1cc(Br)ccc1Cl)N1CCN(c2ccc([N+](=O)[O-])cc2)CC1 | 9 | -5
COc1ccc2c(=O)c(-c3ccccc3OC)c(C(F)(F)F)oc2c1 | -7&4 | -2&-8
COc1ccccc1C(=O)Nc1cc(-c2ccccn2)no1 | 4 | 5
Cc1[nH]c(=O)[nH]c(=O)c1S(=O)(=O)NCc1cccnc1 | -1 | -5
O=C1C2N=NN(c3ccccc3)C2C(=O)N1c1cccc(Cl)c1 (stereo not drawn) | -2 | 0
CC(C(=O)Nc1ccccn1)N1C(=O)C2C3C=CC(C3)C2C1=O (stereo not drawn) | 3 | 2
CCOC(=O)C(C)Oc1ccc2c(c1)OC(=Cc1cc(Br)cc3c1OCOC3)C2=O (stereo not drawn) | -3 | 3
CCCN1N=C(C(=O)N2CCCCCC2)S(=O)(=O)c2ccc(C)cc21 | -11 | 2
COc1cccc(CCNC2CCc3ccccc3C2)c1 (stereo not drawn) | -2 | -4
O=C(c1cccs1)N1CC(C(=O)N2CCC(O)CC2)C1 | -15 | -7
COc1ccc(Br)cc1C(=O)NCC1(c2ccccc2)CCOCC1 | 1 | -12
Cc1onc(-c2ccccc2)c1CNS(=O)(=O)c1ccc(N2CCOCC2)nc1 | · | -1
Cc1cccc(CN2CCN(C3CN(Cc4cn(Cc5cccc(C(F)(F)F)c5)nn4)S(=O)(=O)C3)CC2)c1 (stereo not drawn) | 28 | 5
CC(=O)N(c1ccccc1)c1c(F)c(F)c(F)c(F)c1F | -9 | 2
Cc1ccc(C)c(-c2nc(-c3ccc4c(c3)oc(=O)n4C)no2)c1 | -12 | 3
Cc1ccc(NC(=O)CSc2nc3[nH]ncc3c(=O)n2-c2cccc(Cl)c2)cc1Cl | 37 | -11
CCCN(C)C(=O)C1CCN(c2cncnc2N2CCOCC2)CC1 | 4 | -6
O=C(c1ccc(-n2nnc3ccccc3c2=O)cc1)N1CCc2ccccc2C1 | 15 | -6
CC1CCCC(NC(=O)c2cccn3c(=O)c4ccc(Cl)cc4nc23)C1C (stereo not drawn) | -1 | -6
O=[N+]([O-])c1ccc(S(=O)(=O)NCCOc2ccccc2)cc1 | 1 | -5
O=C1OC(/C=C/c2cccc([N+](=O)[O-])c2)=NC/1=C\C(Cl)=C\c1ccccc1 | 23 | 23
Clc1ccc(-c2nnc3cccc(Cl)n23)c(Cl)c1 | 4 | 1
COc1cc(C=C2Oc3cc(O)ccc3C2=O)cc2c1OCCO2 | -6 | 9
c1ccc(C2C3=C(CCCC3)Nc3ncnn32)cc1 (stereo not drawn) | 7 | 96*
CN(C)S(=O)(=O)c1ccc(C(=O)Nc2nnc(-c3ccc(F)cc3)o2)cc1 | 15 | -43
COc1ccc([N+](=O)[O-])cn1 | · | -1
COc1ccc(N2CCN(c3ncnc4[nH]ncc34)CC2)cc1 | -7 | -1
COc1cc2c(cc1OC)C(C(=O)N(C)Cc1ccccc1)C1c3ccccc3CCN1C2=O (stereo not drawn) | 20 | -5
Cc1ccc(N2CCN(C(=O)c3ccc(N4CCNC(c5ccccc5)C4)nc3)CC2)cc1 (stereo not drawn) | 73* | 2
Cc1cccc(C(=O)N2CCN(c3ccccc3Cl)C(=O)C2C)c1 (stereo not drawn) | -2 | -1
O=C(c1ccc(OCC2CCN(C(=O)c3ccc(F)cc3)CC2)cc1)N1CCOCC1 | -4 | -6
CCc1c(C)nc2c(C)cccc2c1SCCC(=O)O | 1 | 2
O=C(Oc1ccccc1)c1csc(-c2cccnc2)n1 | · | -4
CC(C)N(C)C(=O)CCc1nnc(-c2ccc(F)c(Cl)c2)[nH]c1=O | -3 | 1
CC(C)NC(=O)c1ccccc1OCC1CCN(C(=O)Cc2ccccc2Cl)CC1 | 8 | -4
CC(C)C(=O)Nc1ccc(C(=O)c2ccccc2)cc1NC(=O)C(C)C | -8 | 0
COc1ccc(/C=C2/N=C(c3cncc(Br)c3)OC2=O)cc1OC | 8 | -5
CN(C)c1ccc(C(CNC(=O)c2c(F)cccc2F)N2CCOCC2)cc1 (stereo not drawn) | -10 | -4
O=C(COC(=O)c1cccc2cccc(Sc3ccccc3)c12)c1ccc(Br)cc1 | · | -8
CC1(C)CC(=O)C2=C(C1)N=C1c3ccccc3C(=O)C1C2c1cc([N+](=O)[O-])ccc1O (stereo not drawn) | 53* | -6
CCn1c(=O)cc(C)c2ccc(OCC(=O)Nc3ccccc3F)cc21 | 4 | -17
CC(NC(=O)CC1CCN(S(=O)(=O)c2cccs2)CC1)c1ccccc1 (stereo not drawn) | -4 | -4
Cc1ccc(-n2cc(C(=O)N3CCN(c4ccccc4)CC3)c3ccccc3c2=O)cc1C | 74* | -1
CC(C)N1C(=O)C2(SCCN2C(=O)c2ccccc2F)c2ccccc21 (stereo not drawn) | 22 | 0
CC1CCc2c(sc(NC(=O)CSc3nc4ccccc4[nH]3)c2C#N)C1 (stereo not drawn) | · | -2
COc1cccc(C=Nc2ccc3nc(SCC(=O)N4CCOCC4)sc3c2)c1O | 6 | -2

(cont.)
Results follow in this order: mHTT CaM bind	Pf apPOL block
> Cc1ccc(S(=O)(=O)N2CCN(c3ccccc3)CC2)cc1[N+](=O)[O-]
  -2	0
> O=C(Nc1ccccc1OC(F)(F)C(F)F)c1ccc(Cl)cc1Cl
  -31	1
> Cc1ccccc1C(=O)Nc1c(C)cc(Br)cc1C
  -6	-2
> COCCc1noc(COC2CCCN(C(=O)c3cnccn3)C2)n1 (stereo not drawn)
  -7	0
> CCCCCNC(=O)C1CC(=O)N(CCc2c[nH]c3ccc(F)cc23)C1 (stereo not drawn)
  2	-1
> Cn1cccc1/C=N/Nc1ccc(F)cc1
  +	·
> CCOc1cccc(NC(=O)c2nc(C)oc2C(F)(F)F)c1
  ·	-9
> CC1CC(C)CN(C(=O)c2c[nH]c3ccc(S(=O)(=O)N4CC(C)CC(C)C4)cc3c2=O)C1 (stereo not drawn)
  30	-3
> CCN1C(=O)Cc2cc(C(=O)NCc3cccnc3)ccc21
  7	2
> Cc1cc(=O)c2n(Cc3ccccc3[N+](=O)[O-])nc[n+]2[nH]1
  -3	0
> Cc1nc(C(=O)NNC(=O)c2ccc(Cl)cc2)cs1
  ·	-18
> Cn1nc(-c2nc(-c3ccc(F)cc3)no2)c2c1CCN(C(=O)c1ccccc1Cl)C2
  14	-1
> Cc1ccc(C(=O)N2CCCC2c2cc(C)on2)cc1 (stereo not drawn)
  -4	0
> Cc1ccccc1C=C1Oc2c(ccc(O)c2CN2CCOCC2)C1=O
  2	-3
> O=C(CN1C(=O)c2ccc([N+](=O)[O-])cc2C1=O)NN1C(=O)c2ccccc2C1=O
  -7	-4
> COc1cccc(C=Nc2ccc(F)cc2F)c1O
  5	-6
> Cc1cc2c(NCc3ccc(Cl)cc3)ncnc2s1
  -3	-7
> O=C1S/C(=C\c2ccccc2F)C(=O)N1CNc1ccccc1Br
  1	2
> CC1CC(CCN)(c2ccccc2)C(C)CN1C (stereo not drawn)
  -3	-3
> COc1ccc(-c2nc(COc3cccc(F)c3)no2)cc1
  -40	-6
> O=C(O)c1cccc(NC(=O)c2ccc(Cl)c(S(=O)(=O)N3CCCCCC3)c2)c1
  8	-5
> CC(C)Cn1c(=O)c(N2CCN(C(=O)c3ccsc3)CC2)nc2ccccc21
  -5	-2
> CC(=O)N1CCc2sc(C(=O)N3CCN(c4cccc(Cl)c4)CC3)cc2C1
  78*	6
> O=C(c1cccc(OCC2CCCN(C(=O)c3cccc(Cl)c3)C2)c1)N1CCCC1 (stereo not drawn)
  7	-5
> COc1ccc2c(c1)CC/C2=N\OC(=O)c1cc(SC)ccc1Cl
  i	-7
> COc1ccc(Cl)cc1NC(=O)C1C2C=CC(O2)C1C(=O)O (stereo not drawn)
  1	-18
> CC=C(C)C(=O)Nc1ccc(N2CCOCC2)cc1
  ·	-1&-5
> Cc1ccccc1-c1ncccc1C(=O)N1CCC(C(=O)NCc2cccnc2)CC1
  -2	0
> COc1ccc(OC)c(S(=O)(=O)N2CCN(c3cc(C)ccc3C)CC2)c1
  8	0
> N=C1NC(=O)/C(=C/c2ccc(-c3cc([N+](=O)[O-])ccc3Cl)o2)S1
  35	-5
> O=C(c1ccc(OCC2CCN(C(=O)C3CCCCC3)CC2)cc1)N1CCCCC1
  -5	-2
> COc1ccc(C(=O)n2cncn2)cc1
  0	-2
> CC(C)CNC(=O)CCC1CCN(c2cc(NC3CC3)ncn2)CC1
  -3	-2
> CC(C)(C)c1ccc(C(=O)NCC(O)C2CCCCC2)cc1 (stereo not drawn)
  -4	-1
> O=C(COc1ccc([N+](=O)[O-])cc1)Nc1cccc(Cl)c1Cl
  2	-2
> Cc1ccccc1-c1noc(C2CCCN2C(=O)Nc2ccc(F)cc2F)n1 (stereo not drawn)
  -6	-5
> Cc1ccc(NC(=O)c2sc(C)nc2C)c(Cl)c1
  2	0
> Cc1cc(Cl)c(OCCOCCN2CCN(C)CC2)c(Br)c1
  1	-7
> Cc1nc2c(C(=O)NCCc3ccc(Cl)cc3)c[nH]n2c(=O)c1Cc1ccccc1F
  74*	-3
> Cc1nc(C#N)c(C#N)nc1C
  ·	0
> CCCCOc1ccc(/C=c2\sc3nc(=O)c(Cc4ccccc4)nn3c2=O)cc1
  4	-2
> COCC(=O)N1CCC(CCOCc2cccc(F)c2)CC1
  -3	5
> COc1ccccc1C(=O)Nc1ccc(-c2ccc([N+](=O)[O-])cc2)cc1
  -1	-8
> COc1ccc(C)cc1NC(=O)c1ccc(C)o1
  -2	0
> O=C(C1CCCCC1)N1CCC(c2ccncc2)CC1
  -6	-4
> COc1ccc(-n2ccn3cc(-c4ccccc4)nc3c2=O)cc1
  -6	-2
> COc1ccc(NC(=O)c2cc3c(CO)cnc(C)c3oc2=Nc2cc(OC)ccc2OC)cc1
  -1	2
> O=S1(=O)C=CCN1CCc1ccccc1
  8	-4
> CCN(C)C(=O)c1ccccc1N1CCC(NC(=O)c2cccs2)CC1
  -2	-3
> O=C(NCc1ccc(Cl)cc1)C1CCCN(c2ncnc3c2nc2n3CCCCC2)C1 (stereo not drawn)
  1	0
> Cc1ccc(Oc2nccnc2N2CCC(C(=O)NCCCN3CCOCC3)CC2)cc1
  10	-3
> O=[N+]([O-])c1ccc(O)c(C=Nc2cccc(Cl)c2Cl)c1
  -1	8
> N=c1c2c(-c3ccccc3)c(-c3ccccc3)oc2ncn1CCCO
  23&27	-3&-15
> CC1CCCC(NCC(C)(C)CN(C)C)C1 (stereo not drawn)
  -10	24
> CC(C)C(=O)N1CCc2c(c(C(=O)NCc3ccc(Cl)cc3)nn2C)C1
  71*	-6
> CCOc1ccccc1NS(=O)(=O)c1ccc(OC)c(OC)c1
  1	4

Gathered by group, the entries above with a nitro group on carbon
Results follow in this order: mHTT CaM bind	Pf apPOL block
> Cc1cc([N+](=O)[O-])ccc1NCc1c(F)cccc1F
  -1	-2
> O=C(c1cc(Br)ccc1Cl)N1CCN(c2ccc([N+](=O)[O-])cc2)CC1
  9	-5
> O=[N+]([O-])c1ccc(S(=O)(=O)NCCOc2ccccc2)cc1
  1	-5
> O=C1OC(/C=C/c2cccc([N+](=O)[O-])c2)=NC/1=C\C(Cl)=C\c1ccccc1
  23	23
> COc1ccc([N+](=O)[O-])cn1
  ·	-1
> CC1(C)CC(=O)C2=C(C1)N=C1c3ccccc3C(=O)C1C2c1cc([N+](=O)[O-])ccc1O (stereo not drawn)
  53*	-6
> Cc1ccc(S(=O)(=O)N2CCN(c3ccccc3)CC2)cc1[N+](=O)[O-]
  -2	0
> Cc1cc(=O)c2n(Cc3ccccc3[N+](=O)[O-])nc[n+]2[nH]1
  -3	0
> O=C(CN1C(=O)c2ccc([N+](=O)[O-])cc2C1=O)NN1C(=O)c2ccccc2C1=O
  -7	-4
> N=C1NC(=O)/C(=C/c2ccc(-c3cc([N+](=O)[O-])ccc3Cl)o2)S1
  35	-5
> O=C(COc1ccc([N+](=O)[O-])cc1)Nc1cccc(Cl)c1Cl
  2	-2
> COc1ccccc1C(=O)Nc1ccc(-c2ccc([N+](=O)[O-])cc2)cc1
  -1	-8
> O=[N+]([O-])c1ccc(O)c(C=Nc2cccc(Cl)c2Cl)c1
  -1	8
